SRC1 TRFRET art – counter-screen for PPARgamma SRC-1 recruitment agonists: TR-FRET artefact; TR-FRET detection artefact counter-screen, emission ratio; stronger effect = higher value; TR-FRET ratio at 8 µM; hit rate 0.34% among 99,000; in the data active = TR-FRET ratio above about 2300; also: inactives centre near 1800; reference of the scale not given here
SRC3 TRFRET art – TR-FRET artefact, counter-screen to PPARgamma/SRC-3 agonist assay; PPARgamma/SRC-3 format; stronger effect = higher value; TR-FRET ratio at 8 µM; hit rate 0.39% among 99,000; AID 1048; in the data active = TR-FRET ratio above about 2000; also: inactives centre near 1600; reference of the scale not given here
An asterisk follows results filed as active; & = joins results of further samples.

structure	SRC1 TRFRET art	SRC3 TRFRET art
CC(=O)c1ccc(NC(=O)c2ccc(S(=O)(=O)c3ccccc3)cc2)cc1	1932	1475
O=C(NC(=S)Nc1ccccc1N1CCOCC1)c1ccc(-c2cccc(Cl)c2)o1	1582	1594
COc1ccc(N2C(=O)[C@@H]3[C@H](C2=O)[C@H]2c4ccccc4C=CN2[C@@H]3C(C)=O)cc1	1793	1520
COc1cccc(/C=N/NC(=O)CC(=O)NCCc2ccccc2)c1OC	1599	1414
CCC[C@@H]1C[C@@]1(CCC)[C@@H](NC(=O)c1ccccc1)c1ccc(C(=O)OC)cc1	1558	1390
CCCC(=O)NCCc1cc2ccc(C)c(C)c2[nH]c1=O	1952	1592
O=C(Cc1ccc(-c2ccccc2)cc1)NCCN1CCOCC1	1955	1668
C=CCn1c(CSCc2ccccc2)nnc1SCC(=O)N1CCN(c2ccccc2)CC1	1781	1703
C/C(=N\NC(=O)C1COc2ccccc2O1)c1ccccn1 (stereo unspecified)	1707	1541
CCNC(=O)Nc1nc2ccccc2s1	1944	1494

Complete entries, looked up by structure:
COc1cccc(/C=N/NC(=O)CC(=O)NCCc2ccccc2)c1OC across the screens: SRC1 TRFRET art = 1599; SRC3 TRFRET art = 1414
CCNC(=O)Nc1nc2ccccc2s1 across the screens: SRC1 TRFRET art = 1944; SRC3 TRFRET art = 1494

The list goes on:
structure	SRC1 TRFRET art	SRC3 TRFRET art
CC(=O)c1cc(-c2ccccc2)n(CCC(=O)NC(C)(C)C)c1C	1797	1425
CCOCCCNC(=O)/C(C#N)=C/c1ccc(C)o1	1837	1684
CC1(C)CC2CC(C)(CN2C(=O)NC(=O)c2ccccc2)C1 (stereo unspecified)	1947	1585
Cc1ccc(NC(=O)COc2ccc(Br)cc2C)cc1	1714	1618
COCCN1C(=O)N[C@@H](c2ccccc2)C(C(C)=O)=C1C	1704	1628
CCN(C(=O)COc1ccccc1[N+](=O)[O-])C1CCS(=O)(=O)C1 (stereo unspecified)	1848	1637
COc1ccccc1C(=O)O/N=C(\c1ccccc1)c1ccncc1	1996	1556
CC1(C)N=C(N)NC(Nc2ccccc2Cl)=N1	1771	1876
C=CCn1c(=O)/c(=C\c2ccccn2)s/c1=C(/C#N)C(=O)NCC1CCCO1 (stereo unspecified)	1944	1641
Nc1nn(S(=O)(=O)c2ccccc2)cc1-c1ccc([N+](=O)[O-])cc1	1768	1405

Two entries from above, with two lines to a compound:
Values run as follows: SRC1 TRFRET art, SRC3 TRFRET art
> CC(=O)c1cc(-c2ccccc2)n(CCC(=O)NC(C)(C)C)c1C
→ 1797, 1425
> COc1ccccc1C(=O)O/N=C(\c1ccccc1)c1ccncc1
→ 1996, 1556

(list continues)
structure	SRC1 TRFRET art	SRC3 TRFRET art
COc1cc(/C=N/NC(=S)Nc2cccc(Cl)c2C)ccc1OCC(=O)N1CC(C)OC(C)C1 (stereo unspecified)	1757	1619
Cc1ccc(-c2nn(CCC(=O)O)cc2/C=C\C(=O)c2ccc(Br)cc2)cc1	1902	1499
COc1ccc(N2C(=O)CC(Sc3nnc(-c4ccccc4)o3)C2=O)cc1 (stereo unspecified)	2077	1623
CCOC(=O)c1cc2c(ccn2C)n1CC(=O)N(Cc1ccccc1)c1ccc(F)cc1	1763	1410
O=C(Nc1cccc(C(=O)O)c1)/C(=C\C=C\c1ccccc1)NC(=O)c1ccccc1	1865	1529
CC1(C)Cc2c(sc(NC(=O)c3ccccc3)c2C(=O)O)CO1	1771	1303
CCOc1cc(NC(=O)c2ccccn2)c(OCC)cc1NC(=O)c1cccc(C)c1	1561	1515
O=C(Cn1cnc([N+](=O)[O-])c1)NC1CCCC1	1733	1516
Cn1c(=O)c2nc(-c3ccc(Cl)cc3Cl)oc2c2ccccc21	1919	1626
CN(C)c1ccc(/C=N/NC(N)=S)cc1[N+](=O)[O-]	1886	1845

(listing goes on)
structure	SRC1 TRFRET art	SRC3 TRFRET art
Cc1cccc(C(=O)NNC(=O)c2cccc([N+](=O)[O-])c2)c1	2006	1577
COc1ccc(NC(=O)C(c2ccccc2)N(C)C(=O)c2cnccn2)cc1 (stereo unspecified)	1609	1760
c1ccc2[nH]c(CSc3nnc(-c4ccncc4)o3)nc2c1	2010	1456
CC(C)CNS(=O)(=O)c1ccc(NC(=O)Cn2nc(-c3ccc(F)cc3)ccc2=O)cc1	1566	1424
C=CCOC(=O)C1=C[C@H](c2coc3ccccc3c2=O)[C@@H](CCCO)[C@H](OCC)O1	1743	1615
Cc1cc(C)nc(/N=C(\N)Nc2ccc([N+](=O)[O-])cc2)n1	1639	1466
COc1ccc(-n2c(C)cc(C(=O)CN3C(=O)C(=O)N(Cc4ccccc4)C3=O)c2C)cc1	1543	1477
N#Cc1cnn2c(C(F)(F)F)c3c(nc12)CCCC3	1571	1571
Cc1sc(N/N=C/c2cccs2)nc1-c1ccccc1	1603	1502
Cc1ccc(-c2cc(=O)c3ccc(F)cc3[nH]2)cc1	1512	1497

Carrying on:
structure	SRC1 TRFRET art	SRC3 TRFRET art
COc1cccc(CNC(=O)Cc2ccc(-n3c(=O)[nH]c4ccccc4c3=O)cc2)c1	2001	1542
O=C1N/C(=C\c2ccsc2)C(=O)N1Cc1ccc(F)cc1	1708	1659
Cc1ccc(-n2nc(C)cc2N)c(C)c1	1962	1643
CCc1cc2c(SCC(=O)NC(=O)c3cccn3C)ncnc2s1	1635	1473
COC(=O)c1cccc(NC(=S)NCc2ccc(F)cc2)c1	2083	1459
C=CCn1c(SCC(=O)N2CCOCC2)nc2scc(-c3ccco3)c2c1=O	1931	1438
Cc1ccc(CNC(=O)Nc2ccc(C)cc2)cc1	1450	1757
CCOC(=O)CCCNC(=O)COC(=O)c1cccc(C)c1O	1886	1462
CC(C)(C)NC(=S)NCc1ccncc1	2184	1600
O=C1C2C3c4ccccc4C(c4ccccc43)C2C(=O)N1Cc1ccccn1 (stereo unspecified)	1842	1606

The results go on:
structure	SRC1 TRFRET art	SRC3 TRFRET art
O=c1c(Cl)c(Cl)cnn1-c1ccccc1	1870	1630
COc1ccccc1NC(=S)NC(NC(=O)C(C)C)C(Cl)(Cl)Cl (stereo unspecified)	1759	1482
O=C(Cn1cc(C(F)(F)F)cc(Cl)c1=O)Nc1cc(Cl)cc(Cl)c1	1932	1660
Cc1cc(N/N=C/c2ccc(O)c(C)c2O)nc(-c2ccccc2O)n1	1805	1533
O=[N+]([O-])c1ccc(-c2ccc(/C=N/Nc3nc(N4CCCC4)nc(N4CCCC4)n3)o2)cc1	1800	1587
COc1ccc(-c2csc(NNC3=NCCCCC3)n2)cc1	1628	1498
Cc1ccc(-c2csc(NC(=O)CCNC(=O)c3ccco3)n2)cc1	1710	1795
COc1ccc(S(=O)(=O)Nc2ccc(N3CCOCC3)nc2)cc1	1799	1548
Cc1n[nH]c(=O)n1-c1ccc(OC(F)(F)F)cc1	1594	1271
CC1CN(c2ccc([N+](=O)[O-])cc2C(=O)N2CCOCC2)CC(C)N1 (stereo unspecified)	1779	1433

The list goes on:
structure	SRC1 TRFRET art	SRC3 TRFRET art
CCN(CC)S(=O)(=O)c1cccc(C(=O)N/N=C(\C)c2cccs2)c1	1740	1594
CCn1ccnc1CN(C)Cc1nc(Cc2cccc(C(F)(F)F)c2)no1	1654	1453
COCCCNCCOCCOc1ccc(C)cc1Br	1678	1544
O=C(NNS(=O)(=O)c1ccccc1[N+](=O)[O-])c1ccccc1[N+](=O)[O-]	1876	1624
Oc1ccc(-c2nc(-c3ccc(O)c(O)c3)cs2)cc1	1830	1677
O=C(Nc1ccc(S(=O)(=O)NCc2ccco2)cc1)C1CCCCC1	1700	1398
COC(=O)/C=C1/C(=O)N/C(=N\c2nc(C)cc(C)n2)N1c1ccc(OC)cc1	1726	1613
COc1ccccc1/C=C/C=N/n1c(C)nnc1C	1793	1773
COc1cc(/C=C/C(=O)NCc2ccccn2)cc(OC)c1OC	1769	1565
Oc1ccc2ccccc2c1/C=N/Nc1ccccc1	1610	1559

Next section; it opens with the two that closed the last part.
structure	SRC1 TRFRET art	SRC3 TRFRET art
COc1cc(/C=C/C(=O)NCc2ccccn2)cc(OC)c1OC	1769	1565
Oc1ccc2ccccc2c1/C=N/Nc1ccccc1	1610	1559
C=CCOc1ccc(C2C(C(=O)c3ccco3)=C(O)C(=O)N2c2nnc(C)s2)cc1 (stereo unspecified)	2094	1863
CCN(CC(=O)Nc1ccc(N2CCOCC2)cc1)CC(=O)NC(C)(C)C	1961	1525
COc1ccccc1OCCC(=O)OCC(=O)c1c(N)n(C)c(=O)n(C)c1=O	1929	1462
O=C(Nc1ccc(Cl)cc1)OCc1cn(-c2ccccc2)nn1	1916	1923
CC(=O)Nc1ccc(S(=O)(=O)NNC(=O)COc2ccc(C)cc2)cc1	2079	1660
C/C(Cc1ccccc1)=N\NC(=O)CNC(=O)c1ccccc1	1870	1698
O=C(C1CCCN(S(=O)(=O)c2ccccc2)C1)N1CCCCCC1 (stereo unspecified)	1891	1653
COc1ccc(N(CC(=O)Nc2ccc3c(c2)OCO3)S(=O)(=O)c2ccc(F)cc2)cc1	1633	1435
O=C(c1ccco1)N1CCN(C(=O)N2CCCC2)CC1	1683	1497
CCOc1ccc(C(=O)/C=C/Nc2ccc(S(=O)(=O)N=C(N)N)cc2)cc1	1738	1356

More structures follow.
structure	SRC1 TRFRET art	SRC3 TRFRET art
CC(CCc1ccccc1)NC(=O)COc1cc(F)ccc1[N+](=O)[O-] (stereo unspecified)	1845	1668
CCCc1cc2c(cc1NC(=O)c1ccc(C(C)(C)C)cc1)OCO2	1682	1560
COc1ccc(C(=NNc2ccccc2C(=O)O)c2ccc(OC)cc2)cc1	1802	1509
O=C(Nc1ccccc1)N1CCN(C(=O)Nc2ccccc2)CC1	1698	1519
COc1ccc(C(=O)NC2CCN(C(=S)Nc3cc(C)cc(C)c3)CC2)cc1	1741	1418
O=C(CCN1C(=O)C2C3CCC(C3)C2C1=O)Nc1ccc(Br)cc1 (stereo unspecified)	1571	1570
Cc1nn(CC#N)c(=O)n1-c1ccc(C(C)C)cc1	1928	1539
CCN(CC)S(=O)(=O)c1ccc(N2CCCCC2)c(NC(=O)c2ccncc2)c1	1824	1716
S=C(NCc1ccc(Cl)cc1)NC1CCCCC1	1955	1615
Oc1ccc(-c2nncn2-c2ccccc2)cc1	1847	1353

Other entries.
structure	SRC1 TRFRET art	SRC3 TRFRET art
Nc1ccc(C(=O)OCC(=O)N2CCN(C(=O)c3ccco3)CC2)cc1[N+](=O)[O-]	1844	1588
CC(=O)Nc1cccc(S(C)(=O)=O)c1	1791	1558
Cc1cccc(NC(=O)C23CCC(C)(C(=O)O2)C3(C)C)c1 (stereo unspecified)	1614	1521
CCOC(=O)C1(Cc2cccc(F)c2)CCN(Cc2cn(CC)nc2C)CC1	1999	1505
COc1ccccc1N(CC(O)COc1ccccc1)S(=O)(=O)c1ccccc1 (stereo unspecified)	1888	1409
O=C(CCc1nc2ccccc2s1)OCc1ccccc1	1860	1652
COc1ccc(NC2c3ncccc3C(=O)N2Cc2cccs2)cc1 (stereo unspecified)	1862	1599
CC(=O)NS(=O)(=O)c1ccc(NC(=O)c2cc(-c3cccs3)nc3ccccc23)cc1	1845	1639
Cc1ccc(S(=O)(=O)N2N=C3CCCCC3C2(O)C(F)(F)F)cc1 (stereo unspecified)	1773	1620
O=C(NC1CCCc2ccccc21)c1cccc(Br)c1 (stereo unspecified)	2048	1515

Carrying on:
structure	SRC1 TRFRET art	SRC3 TRFRET art
COc1ccc(C2=NOC(COC(=O)c3ccc4ccccc4n3)C2)cc1 (stereo unspecified)	1780	1599
FC(F)(F)c1cccc(NC(=S)N2CCN(c3ccccc3)CC2)c1	1582	1506
O=Cc1ccc(-c2ccc(Cl)cc2Cl)[nH]1	1844	1707
CN(C)C(=S)SCC(=O)NCc1ccc(F)cc1	1571	1333
CCCCCNC(=O)c1ccc2c(=O)n(CC3CCCO3)c(=S)[nH]c2c1 (stereo unspecified)	1653	1527
CC(C)NC(=O)CSc1nc2[nH]ncc2c(=O)[nH]1	1804	1579
Cn1c(=O)c2c(nc(N/N=C/c3cccs3)n2Cc2ccc(Br)cc2)n(C)c1=O	1827	1505
CCOc1ccc(CCN2C(=O)c3cccnc3C2=O)cc1OCC	1826	1623
Cc1cccc(C2NC(c3cccc(C)c3)C([N+](=O)[O-])C(C)(C)C2[N+](=O)[O-])c1 (stereo unspecified)	1571	1713
C#CCOCCOCCOCCNc1nc(N2CCN(C(=O)[C@H](CCC(=O)O)n3cc(C(N)CC(C)C)nn3)CC2)nc(N2CCN(C(=O)[C@H](Cc3cc4ccccc4[nH]3)n3cc(C(N)CC(C)C)nn3)CC2)n1 (stereo partly specified)	1750	1640

Further records
structure	SRC1 TRFRET art	SRC3 TRFRET art
O=C(CCc1ccccc1)N1N=C(c2ccncc2)CC1(O)C(F)(F)F (stereo unspecified)	1793	1350
O=S(=O)(CC(CN1CCOCC1)N1CCOCC1)c1ccccc1 (stereo unspecified)	1657	1649
CCC(=O)Nc1ccc(C(=O)N2CCN(C(=O)c3ccco3)CC2)cc1	1772	1437
CCOc1ccccc1Nc1nnc(SCC(=O)Nc2nc(-c3ccc(OC)cc3)cs2)s1	2149	1775
CC(C)CCNC(=O)CCS(=O)(=O)c1cccc2nonc12	1797	1460
Cc1cc(C)[n+]2n1C(=O)C(c1ccccc1)=C2[O-]	1849&1893	1675&1589
CN(Cc1cccnc1)C(=O)CNC(=O)c1ccc(Cl)cc1Cl	1847	1473
Cc1ccc(C)n1-c1ccc(-c2ccn[nH]2)cc1	2019	1579
COc1cc(C(=O)Nc2ccc(C)cn2)c([N+](=O)[O-])cc1OC	1936	1628
Cc1ccc(C(=O)Oc2cc(C)[nH]c(=O)c2[N+](=O)[O-])cc1	1788	1503
